PGE2 EP2 inh – inhibitors of human EP2 prostaglandin E2 receptor. C6 glioma cells expressing human EP2, cAMP TR-FRET; cells stimulated with saturating PGE2. AID 1422. inhibition, % at 25 µM. 0.52% of 260,000 active;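 active = percent inhibition above 40 after rounding to a whole number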;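 note: rat C6 glioma host cells with rolipram phosphodiesterase inhibitor present; the protocol text gives 20 µM as final concentration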
Target sequence (P43116 whole entry, looked up): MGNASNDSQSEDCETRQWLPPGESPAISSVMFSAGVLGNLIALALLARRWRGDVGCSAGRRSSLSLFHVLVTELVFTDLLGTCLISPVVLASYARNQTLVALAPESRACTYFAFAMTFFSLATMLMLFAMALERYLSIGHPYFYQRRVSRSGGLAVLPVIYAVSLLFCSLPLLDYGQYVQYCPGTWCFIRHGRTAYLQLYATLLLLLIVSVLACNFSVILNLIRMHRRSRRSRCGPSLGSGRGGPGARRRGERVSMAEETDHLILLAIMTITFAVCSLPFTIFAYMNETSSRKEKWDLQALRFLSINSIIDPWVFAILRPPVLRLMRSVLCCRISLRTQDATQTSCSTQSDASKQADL
EP2 mod – EP2 receptor (human) modulation; P43116; EP2-expressing cells, cAMP HTRF FRET, PGE2 co-stimulation; induction, % at 25 µM; 0.83% of 260,000 active; AID 940;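 active = compounds whose cAMP rise, as percent of the full-agonist control response, exceeds 60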;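 note: rat C6 glioma line stably carrying human EP2 under a CMV promoter; the protocol text gives 20 µM as final concentration; 100% = response of wells given 1 µM PGE2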
Numbers without * were called inactive. An excerpt. The share of hits here may be higher or lower than overall.

SMILES	PGE2 EP2 inh	EP2 mod
O=C(Nc1ccc2nc(C3CC3)n(Cc3ccc(Cl)cc3)c(=O)c2c1)c1ccco1	6	-44
COc1cc(C(c2nnnn2C(C)(C)C)N2CCN(C3CCCC3)CC2)cc(OC)c1OC (centres undefined)	10	-16
CCC(=O)N1CCC[C@H](Cn2nc(-c3cccs3)ccc2=O)C1	8	-26
c1ccc(-n2nnnc2CSc2nc3ccccc3o2)cc1	9	-44
O=C/C=C/c1ccc(O)cc1	8	15
O=C(C1CCCN(S(=O)(=O)c2ccc(Cl)cc2)C1)N1CCCC1 (centres undefined)	13	1
Cc1ccc2c(c1)C(=O)CC1(CCN(C(=O)C3CCCC3)CC1)O2	5	-53
Cc1ccc(NC(=S)N2CCC(c3nc4ccccc4o3)CC2)cc1C	7	-90
O=C1c2ccccc2C(=O)c2c(NC3CCCCC3)ccc(Nc3ccc(S(=O)(=O)O)cc3)c21	71*	-15
COc1cccc(C(c2nnnn2C2CCCCC2)N2CCN(c3cccc(C)c3C)CC2)c1OC (centres undefined)	10	37
CCCC(c1nnnn1Cc1ccccc1)N(Cc1cc2cccc(C)c2[nH]c1=O)C1CCCCC1 (centres undefined)	8	69*
Cc1ccc(Cl)cc1NC(=O)CSc1nnc2c3c(C)c(C)sc3ncn12	7	-5
CC(=O)NC1(c2ccc(F)cc2)CCN(Cc2[nH]c3ccccc3c2Cl)CC1	9	-103
C=CCC(NCc1ccco1)c1ccc(N(C)C)cc1 (centres undefined)	10	-13
COc1ccc(-n2c(C)nnc2SCC(=O)N2CCOCC2)cc1	12	-13
Cc1ccc(NC(=O)CSc2nnnn2-c2ccc3c(c2)OCO3)cc1	11	-42
FC(F)(F)c1nc(SCc2ccc(Cl)cc2)n[nH]1	8	14
COc1cc(NC(=O)CNCc2cccs2)ccc1-n1cnnn1	11	-27
CC1CCN(S(=O)(=O)c2cccc(S(=O)(=O)N3CCCC3)c2)CC1	5	-91
CCOC(=O)c1sc(NCCOc2ccccc2C)nc1C	13	-50
Cc1ccc(C(=O)C(C)OC(=O)CCc2c[nH]c3ccccc23)cc1 (centres undefined)	11	-107
COc1ccc(-c2nnn(CC(=O)Nc3cc(C(F)(F)F)ccc3Cl)n2)cc1OC	16	-24
COc1ccc(-n2c(SCC(N)=O)nnc2-c2ccco2)cc1	13	2
CCCn1c(SCC(=O)OCC)nc2c1c(=O)n(C)c(=O)n2C	9	-1
O=C(NC1CCN(S(=O)(=O)c2cccc(Cl)c2)CC1)C1CCCCC1	5	17
CCOc1ccc2[nH]c(=O)c(CN(Cc3cccnc3)C(=O)Nc3ccc(F)cc3)cc2c1	15	-19
O=C(CCN1CCCCC1)Nc1ccc(F)c(F)c1	28	-50
COc1cccc(C(=O)N2CCN(C(=O)c3ccccc3)CC2)c1OC	12	4
[O-][N+](CCO)(CCO)c1ncnc2nc[nH]c12	6	-2
COc1ccc(Cl)cc1NC(=O)C1CCN(c2nc(C)cc(C)n2)CC1	4	-19
COc1ccccc1-c1ocnc1C(=O)NCc1cccnc1	8	-58
O=C1CCCN1c1ccc(CNC2(c3ccc(Cl)cc3)CC2)cc1	5	-4
C=CC[N+]1(CC#Cc2cccc3ccccc23)CCCCC1	16	-85
CCc1nc(N2CCOCC2)ncc1C(=O)NC(CC)c1ccc(F)cc1 (centres undefined)	2	-23
O=C(Nc1ncnc2sc3c(c12)CCCC3)c1cccs1	7	-15
CCC(=O)Nc1cc2c(=O)n(Cc3ccccc3)c(C)nc2cc1N1CCCCC1	15	25
CC1(C)CC(=O)C2=C(C1)Nc1ncnn1C2c1cccc2ccccc12 (centres undefined)	7	-24
O=C(CN(C(=O)CNC(=O)c1cccs1)c1ccc(Cl)c(C(F)(F)F)c1)NC1CCCC1	7	8
O=C(c1cc2nc(C3CC3)cc(C(F)(F)F)n2n1)N1CCc2c(nc[nH]c2=O)C1	8	12
Cc1ccc(CNC(=O)CSc2nc(-c3ccco3)cc(C(F)(F)F)n2)cc1	13	-80

Some of these compounds in order of count of non-hydrogen atoms, largest number first.
SMILES	PGE2 EP2 inh	EP2 mod
O=C(Nc1ccc2nc(C3CC3)n(Cc3ccc(Cl)cc3)c(=O)c2c1)c1ccco1	6	-44
Cc1ccc(Cl)cc1NC(=O)CSc1nnc2c3c(C)c(C)sc3ncn12	7	-5
Cc1ccc(NC(=O)CSc2nnnn2-c2ccc3c(c2)OCO3)cc1	11	-42

Additional records follow.
SMILES	PGE2 EP2 inh	EP2 mod
Cc1ccccc1C1(O)CCN(CC(O)c2ccc3c(c2)OCCCO3)CC1 (centres undefined)	6	-59
Cc1cccc(NC(=O)CSc2nc3cc4c(cc3cc2C#N)OCCO4)c1C	26	58
O=C(Cn1c(-c2cccs2)cc2cccnc21)N1CCS(=O)(=O)CC1	5	-21
Cc1cccc(CCN(C(=O)c2csnn2)C(C(=O)NC(C)(C)C)c2ccccn2)c1 (centres undefined)	11	24
COC(=O)c1c(NC(=O)Cc2ccc(OC)cc2)sc(C(=O)N2CCCCC2)c1C	11	-15
COc1ccc(-c2cc3nc(C)c(C)c(NCCCN(C)C)n3n2)cc1	8	-14
CCc1nc2ccc(NC(=O)c3nc(-c4ccc(F)cc4)oc3C)cc2[nH]1	4	-49
O=c1oc2ccccc2n1CCOc1cccc2ccccc12	8	3
COc1ccc2c(c1)C=C(CN1CCc3nc(N4CCCC4)[nH]c(=O)c3C1)CO2	3	-12
O=C(CSc1ncccn1)Nc1ncc(Cc2ccc(Cl)c(C(F)(F)F)c2)s1	12	-7
Fc1cccc(-c2cc3nccc(C4CCCNC4)n3n2)c1 (centres undefined)	3	14
COc1ccc(CNC(=O)C(OC(=O)c2cc3sccc3n2C)c2ccccn2)cc1 (centres undefined)	17	-38
CCC(c1nnnn1C(C)(C)C)N(Cc1cccs1)Cc1cc2cc(C)c(C)cc2[nH]c1=O (centres undefined)	10	45
CN(C(=O)c1ccccc1C(=O)N(C)C1CCS(=O)(=O)C1)C1CCS(=O)(=O)C1 (centres undefined)	4	7
O=C(NC1CCCCC1)C(c1cccs1)N(Cc1ccco1)C(=O)c1cccs1 (centres undefined)	10	58
COc1cc(NC(=O)c2cccc(Cl)c2Cl)ccc1NC(=O)c1ccco1	12	-93
Cc1c(C#N)c2ccccc2n1CC(=O)N1CCCCCC1	9	-57
Cc1ccc2cc(CN(CCO)C(=O)c3ccccc3)c(=O)[nH]c2c1C	6	-57
CCN1CCN(c2ccc(NC(=O)c3ccc(F)cc3)cc2)CC1	9	-59
CC(NC(=O)c1cccs1)c1nc(-c2ccncc2)n[nH]1 (centres undefined)	7	36
CCN(CC)CCN1C(=O)C(=O)/C(=C(\O)c2ccc(OC)c(F)c2)C1c1ccncc1 (centres undefined)	9	18
CC(N)=NCCC[C@H](N)C(=O)O	10	13
Cc1ccc2[nH]c(=O)c(CN(CCc3ccccc3)C(c3nnnn3C3CCCC3)C(C)C)cc2c1 (centres undefined)	10	8
CCC(c1nnnn1Cc1ccco1)N(Cc1cc2ccc(OC)cc2[nH]c1=O)C1CCCC1 (centres undefined)	11	10
COC(=O)c1cc(NC(=O)COC(=O)c2ccccn2)ccc1Cl	10	-50
CCCN1C[C@H](NC(=O)C2CCOCC2)[C@@H](c2ccc(OC)cc2)C1	7	-14
CCOC(=O)c1cccc(NC(=O)CSc2nnnn2-c2ccc(OCC)cc2)c1	14	-79
COc1ccc(N(CC(=O)Nc2ccccc2C(=O)N2CCOCC2)S(C)(=O)=O)cc1	9	-3
COCCNC(=S)N1CCC(C(=O)c2ccc(F)cc2)CC1	8	-51
COc1ccc(CCNC(=O)CSc2nc(-c3cccs3)cc(C(F)(F)F)n2)cc1	12	-104
COc1cc(OC)cc(-c2nnc(SCc3ccc(Cl)cc3)o2)c1	9	30
COc1ccccc1OCCN(C)C(=O)c1nc(-c2ccc(F)cc2)oc1C	2	-40
COc1ccc(C(=O)N2CCCCC2c2ccc[n+](C)c2)cc1 (centres undefined)	13	-3
O=C(CSc1nnc(-c2ccc(O)cc2)n1CC1CCCO1)OC1CCCCC1 (centres undefined)	22	-4
COc1ccc(C(=O)C[N+]2=C(C)c3ccc(C)n3CC2)cc1	10	-47
CC(C)C(c1nnnn1C1CCCC1)N1CCN(c2ccccc2)CC1 (centres undefined)	9	-9
CN1CCN(CCC=C2c3ccccc3Sc3ccc(S(=O)(=O)N(C)C)cc32)CC1	12	-7
COc1ccc(/C(O)=C2/C(=O)C(=O)N(C)C2c2ccccc2)cc1OC (centres undefined)	16	49
O=C(Nc1ccc(Cl)cc1)c1cc2cc(Cl)ccc2oc1=O	11	-23
COc1ccc([C@H]2COc3c(ccc(O)c3OC)C2)c(OC)c1O	10	-3
C#CCOc1ccc(C2C(C#N)=C(N)OC(C)=C2C(=O)OCC)cc1OC (centres undefined)	7	30
Cc1ccc2c(c1)cc(CN(Cc1ccc3c(c1)OCO3)C(=O)c1ccco1)c1nnnn12	16	8
CC(NC(=O)c1ncoc1-c1ccc(F)cc1)C(=O)N1CCCCC1 (centres undefined)	4	-63
Cc1ccc(NC(=O)NC2CCN(C(=O)N3CCOCC3)CC2)cc1	8	-6
COC(=O)Cn1ncc2ccccc2c1=O	14	-1
CCCC[C@@]1(C2CCCC2)Cc2cc(OCC(=O)O)c(Cl)c(Cl)c2C1=O	13	42
COc1ccc(NCc2c(O)ccc3ccccc23)cc1	9	-18
CCc1ccc(OCC(=O)Nc2ccc3oc(=O)ccc3c2)cc1	8	-32
CC(C)(C)C(=O)N1CCCc2cc(C(O)CN3CCN(c4ccccn4)CC3)ccc21 (centres undefined)	6	-46
C#CCOc1c(Cl)cc(-c2nc3sc4c(c3c(=O)[nH]2)CCCC4)cc1OCC	8	6
Continuation:
SMILES	PGE2 EP2 inh	EP2 mod
C[C@H]1O[C@@H](CC(=O)O)Cc2c1c(O)c1c(O)cc(-c3cc(=O)c4c(=O)c5c(c(=O)c=4c3=O)C[C@H](CC(=O)O)O[C@@H]5C)c(O)c1c2O	41*	27
CCN1CCN(C(=O)c2ccc(NC(C)=O)cc2)CC1	9	-11
Cc1ccc(C)c(N(CC(=O)NCc2ccc3c(c2)OCO3)S(C)(=O)=O)c1	12	16
CC(C)(C)c1cnnn1-c1ccc(S(N)(=O)=O)cc1	4	-18
COc1ccc2cc(C)c3nnc(SCC(=O)NNC(=O)C4CCCCC4)n3c2c1	17	-29
CNC(=O)c1cc2c(=O)n3cc(C)ccc3nc2n(CCOC)c1=N	2	-11
O=C(COc1ccc(Cl)cc1)N1CCN(Cc2ccc3c(c2)OCO3)CC1	7	0
Cc1ccccc1OCC(=O)Nc1ccc(N2CCN(C(=O)C(C)C)CC2)cc1	4	-69
C=CCNC(=O)CSc1nnc2c3c(C)c(C)sc3ncn12	7	-52
Cc1cc(S(=O)(=O)N2CCOCC2)ccc1NC(=O)c1ccc(F)cc1	9	-29
CC(=O)c1ccc(NC(=O)CSc2nc3ccc(C(C)C)cc3cc2C#N)cc1	10	45
COc1ccc(C2(NCc3ccccc3-n3cccn3)CC2)cc1	4	8
O=C(NCCN1CCC(O)(c2ccc(F)cc2)CC1)C1CC1	4	-9
O=C(NC1CCCCC1)C1CCCN(S(=O)(=O)c2ccc(-n3cnnn3)cc2)C1 (centres undefined)	10	-34
CN(CCC#N)CC1Cc2ccccc2O1 (centres undefined)	14	-13
CC1(C)O[C@@H]2O[C@H]([C@@H]3COC(C)(C)O3)[C@H](N)[C@@H]2O1	12	5
COc1ccc(-c2cc(C(F)(F)F)nc(SCC(=O)N3CCC(C)CC3)n2)cc1OC	21	-7
CCCCNC(=O)Cn1nc(-c2cc3c(s2)CCC3)oc1=O	3	-32
CCCNC(=S)N(Cc1cc2c(C)cc(C)cc2[nH]c1=O)C1CCCCC1	6	61*
CCC(CN1CCOCC1)NC(=O)Cc1csc2ccc(C)cc12 (centres undefined)	4	-38
C=CCNC(=O)C1CC(=O)N(c2ccc(OCC(=O)N3CCCC3)cc2)C1 (centres undefined)	10	5
Cc1nc2ccccc2c2nn(CC(=O)NC3CCCCC3)c(=O)n12	6	-39
Cc1nn(C)cc1CN(Cc1ccccc1F)C1CC(C)(C)NC(C)(C)C1	6	-28
CCOC(=O)COc1ccc(C(c2c(C)[nH][nH]c2=O)c2c(C)[nH][nH]c2=O)cc1	14	-6
COc1ccc(C[C@@H]2C(=O)N[C@H](C)C(=O)N(C)[C@@H]3Cc4ccc(cc4)Oc4cc(ccc4O)C[C@@H](C(=O)N[C@@H](C)C(=O)N[C@H](C)C(=O)N2C)N(C)C3=O)cc1	41*	26
COc1ccc(CNC(=O)CSc2nc(C(C)(C)C)nc3ccccc23)cc1	11	20
Cc1cc2ccccc2n2c(=O)n(CC(=O)N3CCNC(=O)C3(C)C)nc12	5	-3
CC(C)(C)OC(=O)N1CC=C2C(C#N)=C(N)C(C#N)(C#N)C(c3ccc4c(c3)OCO4)C2C1 (centres undefined)	40*	15
O=C(CCC1CCCC1)N1CCN(c2ccccc2F)CC1	9	-44
CCOc1ccc(CC(=O)N2CCC(n3nnc4ccccc4c3=O)CC2)cc1	5	-13

Rewritten with values under each structure: entries from further up.
Value order – PGE2 EP2 inh	EP2 mod
> C=CCNC(=O)C1CC(=O)N(c2ccc(OCC(=O)N3CCCC3)cc2)C1 (centres undefined)
→ 10	5
> COc1ccc(CNC(=O)CSc2nc(C(C)(C)C)nc3ccccc23)cc1
→ 11	20
> Cc1nn(C)cc1CN(Cc1ccccc1F)C1CC(C)(C)NC(C)(C)C1
→ 6	-28
> Cc1nc2ccccc2c2nn(CC(=O)NC3CCCCC3)c(=O)n12
→ 6	-39
> Cc1cc2ccccc2n2c(=O)n(CC(=O)N3CCNC(=O)C3(C)C)nc12
→ 5	-3

High-throughput results from PubChem BioAssay.
